Bioassay records as filed in PubChem BioAssay.
GLP-1R agonist – qHTS of GLP-1 Receptor Agonists; Glucagon-like peptide 1 receptor (Homo sapiens), P43220; HEK293 GLP-1R CRE-luciferase, luminescence, 4-6 h; cells express a hypersensitive GLP-1R form; Potency, µM (series often up to 45.6 µM), for the others: top-dose activation, usual class: activators; hit rate 0.007% among 380,000; also: % of control where 0% means no effect
Target sequence (P43220 whole entry, looked up): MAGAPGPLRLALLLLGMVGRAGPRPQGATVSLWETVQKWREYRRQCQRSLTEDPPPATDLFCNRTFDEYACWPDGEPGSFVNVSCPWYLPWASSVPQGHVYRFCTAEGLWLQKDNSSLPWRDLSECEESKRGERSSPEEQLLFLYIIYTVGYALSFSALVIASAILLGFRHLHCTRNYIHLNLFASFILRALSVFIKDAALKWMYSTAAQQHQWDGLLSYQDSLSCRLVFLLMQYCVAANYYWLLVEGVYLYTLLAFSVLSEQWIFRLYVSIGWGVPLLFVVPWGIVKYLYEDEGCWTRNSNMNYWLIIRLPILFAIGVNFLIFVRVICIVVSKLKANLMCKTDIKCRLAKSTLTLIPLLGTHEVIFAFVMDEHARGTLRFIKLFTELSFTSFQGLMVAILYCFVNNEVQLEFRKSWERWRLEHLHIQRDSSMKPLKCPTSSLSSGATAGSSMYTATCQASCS
TDP-43 yeast inh – qHTS of TDP-43 Inhibitors. TDP-43 expressing yeast growth rescue, BacTiter-Glo, 24 h. Potency, µM (top dose mostly 46.1 µM), for the others: top-dose growth rescue (activation), usual class: activators. hit rate 1.8% among 410,000; also: % of control where 0% means no effect; nearly all actives have a fitted effect of over 50% in size
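In this qHTS, compounds that restore growth of yeast expressing TDP-43 appear as activators. Cells (OD600=0.02, galactose medium, raffinose-pregrown) are incubated with compound 24 hr at 30 deg C and growth is quantified by BacTiter-Glo.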
GLP1R inv ag – qHTS of GLP-1 Receptor Inverse Agonists (Inhibition Mode) | AID 624417, 2012 | Potency, µM (titrated, usually from 38.3 µM), for inactives: at the highest dose activity change, negative = inhibition, most hits filed as inhibitors | Glucagon-like peptide 1 receptor (Homo sapiens), P43220 | HEK293 GLP-1R CRE-luciferase, luminescence, 24 h; GLP-1R form is constitutively active | hit rate 1.6% among 410,000; also: % is scaled to controls: 0 for no effect and ±100 for the full control effect; nearly all actives have a fitted effect of over 55% in size
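Luminescence readout: a drop in cAMP-driven luciferase signal flags inverse agonism at a constitutively active GLP-1R stably expressed in HEK293. Compound exposure lasted 24 hr at 37 deg C, 5% CO2.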
HT1080-NT tox – qHTS for induction of synthetic lethality in tumor cells producing 2HG: qHTS for the HT-1080-NT fibrosarcoma cell line | HT-1080-NT fibrosarcoma viability, CellTiter-Glo ATP luminescence, 48 h | Potency, µM (series often up to 46.1 µM), inactives show top-dose activity, negative = less viability, actives largely listed as cytotoxic | hit rate 1.6% among 360,000 | AID 686970, 2013;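 also: NT is the 2HG producing partner of a matched IDH1 knockdown line; 0% = DMSO-treated cells and -100% = media-only wells without cells; nearly all actives have a fitted effect of over 55% in size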
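Compounds were tested in concentration-response format on HT-1080-NT cells for 48 hours at 37 degrees C. Cell viability came from CellTiter-Glo luminescence; curves were classified by r2, response magnitude and activity.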
HT1080 IDH1KD tx – qHTS for induction of synthetic lethality in tumor cells producing 2HG: qHTS for the HT-1080-IDH1KD cell line; HT-1080 IDH1 knockdown viability, ATP luminescence, 48 h; Potency, µM (doses to about 46.1 µM), for the others: top-dose activity, negative = toxicity, most hits filed as cytotoxic; hit rate 2% among 360,000; AID 686971, 2013;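 also: 0% = DMSO wells and -100% = cell-free medium wells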
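IDH1KD HT-1080 cells, 750/well, RPMI + 5% FBS; compound pinned after 2 h settling; 48 h, 37 °C; CellTiter-Glo luminescence; % activity normalised to DMSO and no-cell wells; curves fitted, classed by r2 and efficacy.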
HEK293 tox – qHTS of GLP-1 Receptor Inverse Agonists: Cytotox Screen | HEK293 cAMP-luciferase reporter cells, luminescence, 24 h | Potency, µM (titrated, usually from 38.3 µM), for inactives: at the highest dose activity change, negative = inhibition, most hits filed as inhibitors | hit rate 0.13% among 410,000;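 also: loss of luciferase light is scored as toxicity; % is scaled to controls: 0 for no effect and ±100 for the full control effect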
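MLSMR compounds, 24 hr on cells at 37 deg C/5% CO2; luminescence after luciferase reagent (12 min RT). Inhibition counted as the undesired cytotoxic outcome.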
KB-3-1 tox – qHTS assay for MDR1-selective chemotherapeutics: Primary screen using the parental adenocarcinoma cell KB-3-1; KB-3-1 viability, CellTiter-Glo ATP luminescence, 72 h; Potency, µM (doses to about 46.1 µM), for the others: at the highest dose activity change, negative = cytotoxic, hits mostly cytotoxic; hit rate 1.4% among 400,000; AID 1347075, 2019; also: % is scaled to controls: 0 for no effect and ±100 for the full control effect; nearly all actives have a fitted effect of over 60% in size
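Here the drug-naive KB-3-1 line serves as comparator for MDR sub-line selectivity; cells received compound titrations, 72 h at 37 °C, then CellTiter-Glo readout.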
KB-V1 MDR tox – qHTS assay for MDR1-selective chemotherapeutics: Primary screen using the drug-selected MDR subline cells KB-V1; hit rate 3.4% among 400,000; AID 1347076, 2019; KB-V1 MDR cells viability, CellTiter-Glo, 72 h; Potency, µM (doses to about 46.1 µM), for inactives: at the highest dose activity change, negative = cytotoxicity, actives largely listed as cytotoxic; also: % is scaled to controls: 0 for no effect and ±100 for the full control effect; nearly all actives have a fitted effect of over 60% in size
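Drug-selected KB-V1 cells, grown in DMEM lacking phenol red with 10% FBS, receive compound titrations; after three days at 37 degrees C, surviving cell ATP is quantified by CellTiter-Glo luminescence and responses normalized and curve-fitted.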
SW480 rerep – A quantitative high throughput screen for small molecules that induce DNA re-replication in SW480 colon adenocarcinoma cells; Potency, µM (doses to about 46.1 µM), without a hit: at the top dose re-replication activation, usual class: activators; AID 624297, 2012; SW480 DNA re-replication, Hoechst DNA content imaging, 48 h; hit rate 1.8% among 340,000; also: % of control where 0% means no effect; nearly all actives have a fitted effect of over 55% in size
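Image-based DNA-content assay: after two days of treatment, nuclei were labelled with the DNA dye Hoechst and imaged, and hits were compounds raising the count of nuclei showing high fluorescence intensity.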
Active calls of the source: *; ? = inconclusive; / = no result given; [ ] = dose if it differs, or a comment. Calls follow the shape of the dose curve; as a rule, active = well fitted curve in the direction sought with a large enough effect; inconclusive = small, poorly fitted or top-dose-only effect, or another doubt; inactive = no such curve, though single readings can be large; an effect the other way counts as inactive or inconclusive. Potency is read from the fitted curve at half-maximal effect.

SMILES	GLP-1R agonist	TDP-43 yeast inh	GLP1R inv ag	HT1080-NT tox	HT1080 IDH1KD tx	HEK293 tox	KB-3-1 tox	KB-V1 MDR tox	SW480 rerep
O=C1NC(Cc2ccccc2)C(=O)N1CC(=O)N1CCCc2ccccc21 (configuration not stated)	9%	-6%	-2%	-3%	2%	12%	9%	-22%	-4%
COc1ccc(C2Nc3ccccc3-c3cc(C)nn32)c(OC)c1 (configuration not stated)	/	26%	-19%	/	/	-7%	4%	-9%	/
COC(=O)C1C(=O)C(C(=O)c2ccc([N+](=O)[O-])cc2)C(=O)CC1(C)C (configuration not stated)	0%	-2%	-12%	-1%	5%	1%	9%	?	-7%
CCOC(=O)N1CCN(C(=O)c2ccc3c(c2)NC(=O)C(N2CCOCC2)S3)CC1 (configuration not stated)	-12%	-15%	0%	3%	2%	-15%	-1%	-1%	-5%
O=C(O)CC1COc2ccccc2N1S(=O)(=O)c1ccc(Br)cc1 (configuration not stated)	0%	0%	14%	5%	2%	1%	5%	6%	4%
CCOC(=O)NC(NC(=S)Nc1ccccc1OC)C(Cl)(Cl)Cl (configuration not stated)	1%	4%	?	-3%	-2%	26%	1%	-27%	-4%
O=c1cc(Cl)c(-c2ccccc2)n[nH]1	2%	13%	26%	5%	2%	-5%	0%	?	-7%
Cc1ccc(NC(=O)COC(=O)CCC(=O)c2cccs2)c(C)c1	-2%	15%	11%	3%	5%	-5%	15%	20%	-17%
N#Cc1ccc(Oc2nc(Nc3ccc(F)cc3)nc(N3CCCC3)n2)cc1	-3%	-9%	0%	-4%	?	3%	17%	?	0%
Cc1cc(C)c(NC(=O)CSc2nnc(-c3ccncc3)n2Cc2ccco2)c(C)c1	-2%	-20%	23%	5%	?	6%	0%	?	-5%
CCOC(=O)c1ccc(NC(=O)CSc2nc(NC(=O)c3ccccc3)c3c(C)c(C)oc3n2)cc1	5%	?	0%	-1%	-3%	-9%	-6%	3%	0%
Cc1ccc(-c2nnc(Nc3ccc(S(N)(=O)=O)cc3)c3ccccc23)cc1S(=O)(=O)N1CCOCC1	/	3%	-27%	/	/	-29%	14%	?	/
CCCOc1ccccc1C(=O)N(Cc1cccs1)C1CCS(=O)(=O)C1 (configuration not stated)	0%	-8%	-5%	-6%	0%	15%	0%	-12%	-7%
Cc1ccc(CN(Cc2ccco2)C(=S)Nc2ccccc2C)cc1	15%	1%	?	-3%	-17%	?	-12%	?	19%
O=c1c2oc3ccccc3c2n(Cc2ccccc2F)c(=O)n1Cc1ccco1	/	11%	1%	/	/	3%	-1%	8%	/
NS(=O)(=O)c1cccc(NC(=O)CSc2nc3ccccc3n2-c2ccccc2)c1	4%	4%	33%[activator][7.66 µM]	?	-27%	5%[7.66 µM]	-23%	?	-3%
CCCCn1c(N)c(N(CC(C)C)C(=O)C2CC(=O)N(c3ccc(C)cc3)C2)c(=O)[nH]c1=O (configuration not stated)	14%	-18%	1%	11%	5%	5%	3%	8%	6%
CC1(NC(=O)CCS(=O)(=O)c2ccc(Cl)cc2)CCS(=O)(=O)C1 (configuration not stated)	-5%	4%	5%	-3%	-1%	-8%	4%	-6%	-24%
O=C(c1ccoc1)N1CCC2(CC1)Oc1ccc(F)cc1C(=O)C21CC(c2cccnc2)=NO1 (configuration not stated)	-6%	-6%	4%	1%	-4%	6%	-19%	-2%	3%
CN(C(=O)C1CCC(=O)N(CCc2ccc(Cl)cc2)C1)C1CCOCC1 (configuration not stated)	1%	5%	14%	10%	1%	-6%	/	/	-5%
CSc1ccc(Cl)c(C(=O)OCC(=O)N2CCOCC2)c1	6%	-2%	7%	22%	17%	-3%	15%	7%	-1%
CCOc1ccccc1-n1nnnc1SCC(=O)OC	6%	11%	1%	5%	3%	7%	14%	-3%	2%
C=CCSc1nnc(-c2nnc(SCC=C)n2CC)n1CC	7%	-1%	-7%	10%	13%	0%	0%	3%	-7%
CCc1cc2c(=O)c(-c3cnn(-c4ccccc4)c3)c(C(F)(F)F)oc2c(CN(C)C)c1O	-6%	-1%	-16%	7%	1%	1%	-5%	1.8µM*	-7%
CCOC(=O)CSc1nnc(NC(=O)c2cccc([N+](=O)[O-])c2)s1	-2%	25%	16%	4%	14%	-7%	0%	-2%	1%
CNS(=O)(=O)c1cccc(C(=O)NCC(c2cccs2)N2CCOCC2)c1 (configuration not stated)	-1%	-7%	55%[activator]	10%	6%	2%	26%	21%	-62%
CC(Sc1ccc2c(c1)OCCO2)C(=O)Nc1ncc(Cl)cc1Cl (configuration not stated)	3%	20%	?	0%	1%	4%	-20%	-11%	-11%
Cc1ccc2nc(NC(=O)c3ccccn3)sc2c1	-3%	10µM*	?	15µM*	2.3µM*	?	?	?	0%
Cc1ccc(CNC(=O)c2cccc(N3CCCS3(=O)=O)c2)cc1	/	3%	13%	/	/	-5%	-17%	?	/
COc1cc(S(=O)(=O)NCCN2CCOCC2)ccc1-n1cnnn1	2%	-11%	11%	11%	13%	-19%	7%	0%	-19%
Cc1ccc(CN2CCCC2(C)C(=O)NC(C)C)cc1 (configuration not stated)	5%	26%	10%	11%	21%	15%	-1%	-22%	/
COc1cc(OC)cc(C(=O)Nc2ccc3c(c2)COC3=O)c1	-2%	-8%	20%	3%	13%	4%	3%	-3%	-1%
C/C(=N\O)c1oc2ccc3c(C)cc(=O)oc3c2c1C	1%	-11%	38%	24%	21%	-6%	-1%	?	-8%
COC(=O)c1sc(NC(=O)COc2cccc(C)c2)nc1C	0%	?	0%	2%	9%	-1%	6%	-1%	-6%
O=C(CNC(=O)c1cccc(Br)c1)N/N=C/c1cc(Br)cc(Br)c1O	-4%	15%	?	0%	6%	14%	-45%	-16%	-7%
CC(=O)/C(=C\Nc1ccc(OCc2ccccc2)cc1)c1ccccc1	12%	8%	2%	6%	19%	-3%	10%	?	4%
CO/N=C(/CS(=O)Cc1ccc(Cl)cc1)c1ccc(Cl)cc1 (configuration not stated)	9%	-13%	?	6%	14%	-9%	-12%	?	1%
CN(C)c1ccnc(N(Cc2ccccc2)Cc2ccccc2)c1C#N	19%	1%	?	-17%	-4%	-18%	1%	?	-1%
N#C/C(=C/c1cccn1-c1cccc(C(=O)O)c1)c1ccc(F)cc1	2%	19%	-27%	0%	0%	-19%	-2%	-3%	1%
COc1ccccc1OCCSc1nc2ccccc2c(=O)[nH]1	2%	-17%	8%	-2%	0%	3%	-2%	-23%	0%
COc1ccc(CCNC(=O)CCCCn2c(=O)c3ccccc3n(CC(=O)Nc3ccc(C)cc3C)c2=O)cc1OC	1%	21%	-7%	/	/	1%	13%	24%	/
O=C(NCCCN1CCC(Cc2ccccc2)CC1)C1CCC(=O)N1C1CCCC1 (configuration not stated)	-2%	?	-4%	1%	0%	-1%	24%	?	-18%
Cn1nnnc1NCc1ccc(Cl)cc1	-1%	9%	10%	-1%	-1%	7%	1%	-1%	-71%[inhibitor]
COC(=O)/C(C#N)=C/N(C)C	5%	-6%	8%	12%	8%	-3%	-3%	8%	-5%
CCOC(=O)c1ccc(NC(=O)c2c(NCc3sccc3C)sc3c2CCC(C)C3)cc1 (configuration not stated)	/	15%	0%	/	/	-3%	4%	0%	/

Shown as a hit in TDP-43 yeast inh (from the list above):
SMILES	GLP-1R agonist	TDP-43 yeast inh	GLP1R inv ag	SW480 rerep
Cc1ccc2nc(NC(=O)c3ccccn3)sc2c1	-3%	10µM*	?	0%

Fetched by structure from above:
SMILES	GLP-1R agonist	TDP-43 yeast inh	GLP1R inv ag	HT1080-NT tox	HT1080 IDH1KD tx	HEK293 tox	KB-3-1 tox	KB-V1 MDR tox	SW480 rerep
Cc1ccc(NC(=O)COC(=O)CCC(=O)c2cccs2)c(C)c1	-2%	15%	11%	3%	5%	-5%	15%	20%	-17%
CNS(=O)(=O)c1cccc(C(=O)NCC(c2cccs2)N2CCOCC2)c1 (configuration not stated)	-1%	-7%	55%[activator]	10%	6%	2%	26%	21%	-62%
O=C(c1ccoc1)N1CCC2(CC1)Oc1ccc(F)cc1C(=O)C21CC(c2cccnc2)=NO1 (configuration not stated)	-6%	-6%	4%	1%	-4%	6%	-19%	-2%	3%
C/C(=N\O)c1oc2ccc3c(C)cc(=O)oc3c2c1C	1%	-11%	38%	24%	21%	-6%	-1%	?	-8%
CC(=O)/C(=C\Nc1ccc(OCc2ccccc2)cc1)c1ccccc1	12%	8%	2%	6%	19%	-3%	10%	?	4%
O=c1cc(Cl)c(-c2ccccc2)n[nH]1	2%	13%	26%	5%	2%	-5%	0%	?	-7%

Record cards, from the list above:
COc1ccc(CCNC(=O)CCCCn2c(=O)c3ccccc3n(CC(=O)Nc3ccc(C)cc3C)c2=O)cc1OC is entered as GLP-1R agonist = 1%; TDP-43 yeast inh = 21%; GLP1R inv ag = -7%; HT1080-NT tox = /; HT1080 IDH1KD tx = /; HEK293 tox = 1%; KB-3-1 tox = 13%; KB-V1 MDR tox = 24%; SW480 rerep = /
O=C(NCCCN1CCC(Cc2ccccc2)CC1)C1CCC(=O)N1C1CCCC1 (configuration not stated) is entered as GLP-1R agonist = -2%; TDP-43 yeast inh = ?; GLP1R inv ag = -4%; HT1080-NT tox = 1%; HT1080 IDH1KD tx = 0%; HEK293 tox = -1%; KB-3-1 tox = 24%; KB-V1 MDR tox = ?; SW480 rerep = -18%

Random draw from the library (roughly 9.4% active in at least one column).
